TDP1 block: inhibitors of human tyrosyl-DNA phosphodiesterase TDP1 | recombinant TDP1, AlphaScreen DNA substrate cleavage | Potency, µM (highest dose often 130 µM), inactives show at the highest dose activity change, negative = inhibition, actives largely listed as inhibitors | actives 0.28% (n = 350,000); note: nearly all actives have a fitted effect of over 40% in size
Target sequence (Q9NUW8 whole entry, looked up): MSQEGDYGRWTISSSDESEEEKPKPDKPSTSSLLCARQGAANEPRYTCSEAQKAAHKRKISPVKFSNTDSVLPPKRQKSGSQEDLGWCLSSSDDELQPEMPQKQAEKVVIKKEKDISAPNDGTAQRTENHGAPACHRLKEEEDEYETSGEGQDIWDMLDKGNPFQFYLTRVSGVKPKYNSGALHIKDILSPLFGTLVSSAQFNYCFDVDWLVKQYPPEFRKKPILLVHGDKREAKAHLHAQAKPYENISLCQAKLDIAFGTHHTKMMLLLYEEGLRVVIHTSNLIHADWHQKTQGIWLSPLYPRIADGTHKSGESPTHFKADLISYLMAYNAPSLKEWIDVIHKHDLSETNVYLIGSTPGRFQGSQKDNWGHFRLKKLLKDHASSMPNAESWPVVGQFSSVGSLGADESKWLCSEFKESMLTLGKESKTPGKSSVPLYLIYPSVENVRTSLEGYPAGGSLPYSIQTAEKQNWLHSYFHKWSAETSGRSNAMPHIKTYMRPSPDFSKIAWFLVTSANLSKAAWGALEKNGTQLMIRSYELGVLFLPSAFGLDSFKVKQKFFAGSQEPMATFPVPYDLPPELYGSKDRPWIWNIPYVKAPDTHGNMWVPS
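Recombinant E. coli-expressed Tdp1 (1 nM) preincubated with compound 15 min at RT, then 5'-biotin/3'-phosphotyrosine-FITC DNA substrate (15 nM) added for 5 min. AlphaScreen beads (10 ug/ml) added, 10 min RT; tyrosine-FITC cleavage read as signal loss.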
TDP1 cell noCPT: qHTS for Inhibitors of human tyrosyl-DNA phosphodiesterase 1 (TDP1): qHTS in cells in absence of CPT; AID 686978, 2013; actives 15% (n = 420,000); Potency, µM (top dose mostly 46.2 µM), without a hit: top-dose activity change, negative = growth inhibition, hits mostly inhibitors; DT40 Tdp1-/- hTDP1 cells, no CPT, ATP luminescence, 48 h; note: nearly all actives have a fitted effect of over 55% in size
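Growth kinetics read by CellTiter-Glo luminescence after ≥48 hr at 37 °C. Cells: DT40 Tdp1-/- stably carrying human TDP1, 400 per well, compound exposure in the absence of CPT (DMSO vehicle).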
TDP1 cell CPT: growth inhibition of DT40 Tdp1-/-;hTDP1 cells with camptothecin (screen for TDP1 inhibitors). chicken DT40 Tdp1-/-;hTDP1 cells + 20 nM CPT, ATP luminescence, 48 h. Potency, µM (highest dose often 46.2 µM), inactives show at the highest dose activity change, negative = growth inhibition, usual class: inhibitors. actives 12% (n = 420,000); note: nearly all actives have a fitted effect of over 55% in size
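Cell growth measured by CellTiter-Glo luminescence after a minimum 48 h, 37 C compound exposure with 20 nM CPT in Tdp1-knockout DT40 cells stably expressing hTDP1, seeded 400/well; qHTS titration format.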
Active calls of the source: *; & = joins results of further samples; [ ] = remark or other dose. Calls come from the whole dose curve; as a rule, active = well fitted curve in the direction sought with a large enough effect; inconclusive = small, poorly fitted or top-dose-only effect, or another doubt; inactive = no such curve, though single readings can be large; an effect the other way counts as inactive or inconclusive. % is set by controls: 0 for no effect and ±100 for the full control effect; potency is the fitted concentration of half-maximal effect.

What do the screens show for `COc1ccccc1CNC(=O)C1CCC(CNS(=O)(=O)c2ccc3c(c2)CCCC(=O)N3)CC1` (centres undefined)?
TDP1 block: 7.9%; TDP1 cell noCPT: -28.5%; TDP1 cell CPT: -20.7%

Results for COc1cc(NC(=O)C2CCN(c3cnccn3)CC2)cc(OC)c1 ?
TDP1 block: 0.0%; TDP1 cell noCPT: -10.8%&-13.9%; TDP1 cell CPT: -16.3%&-19.3%

How did CC(C)CC(=O)NC(C)C(c1cccs1)N1CCOCC1 (centres undefined) do in these assays?
TDP1 cell noCPT: 4.9%; TDP1 cell CPT: 2.8%

How did CCCCN1C(=O)C(=O)NC[C@@H]1Cc1ccc(O)cc1 do in these assays?
TDP1 cell noCPT: -4.6%; TDP1 cell CPT: -1.1%

What do the screens show for `O=C(Cc1ccc(Cl)cc1Cl)NCC1(N2CCOCC2)CCCCC1`?
TDP1 block: 6.0%; TDP1 cell noCPT: inconclusive; TDP1 cell CPT: 23.4%

What do the screens show for `N#Cc1ccc(OCC(=O)N2CCN(S(=O)(=O)c3cccc(Cl)c3)CC2)cc1`?
TDP1 block: 2.2%; TDP1 cell noCPT: -19.6%; TDP1 cell CPT: -5.8%

How did CC(=O)/C(N=Nc1cc2c(cc1[N+](=O)[O-])OCCO2)=C(\C)O do in these assays?
TDP1 block: -2.6%; TDP1 cell noCPT: 25.9µM*; TDP1 cell CPT: inconclusive

What do the screens show for `COc1ccc(Nc2nc(-c3cccnc3)cs2)c(OC)c1`?
TDP1 cell noCPT: inconclusive; TDP1 cell CPT: inconclusive

Results for CC(C)Cn1cc(-c2cccc3nccn23)cn1 ?
TDP1 cell noCPT: -1.1%; TDP1 cell CPT: 0.1%

Results for CCOc1ccc(C(=O)C2CCN(C(=O)c3ccccc3C(=O)O)CC2)cc1 ?
TDP1 block: 9.5%; TDP1 cell noCPT: -6.4%; TDP1 cell CPT: -7.0%

What do the screens show for `CC1CCN(C(=O)C(=O)c2cn(CC(=O)N3CCCCCC3)c3ccccc23)CC1`?
TDP1 block: 1.7%; TDP1 cell noCPT: 0.4%; TDP1 cell CPT: -19.7%

Results for CN(C)CC(C)(C)CNC(=O)c1cnn(-c2ncc3c(n2)-c2ccccc2CC3)c1-c1ccco1 ?
TDP1 cell noCPT: inconclusive; TDP1 cell CPT: -20.1%

How did COc1ccc(-n2sc3c(c2=S)-c2cc(OC)ccc2NC3(C)C)cc1 do in these assays?
TDP1 block: 7.9%; TDP1 cell noCPT: inconclusive; TDP1 cell CPT: inconclusive

What do the screens show for `OC1CCC(Nc2ccn3nc(-c4cccc(Cl)c4)cc3n2)CC1` (centres undefined)?
TDP1 cell noCPT: inconclusive; TDP1 cell CPT: inconclusive

How did Cc1noc(C)c1C(=O)N1CCC(C(=O)c2ccc(F)cc2F)CC1 do in these assays?
TDP1 block: -2.5%; TDP1 cell noCPT: -3.7%; TDP1 cell CPT: 6.5%

What do the screens show for `Cc1nc2ccccn2c1/C(O)=C1\C(=O)C(=O)N(CCN2CCOCC2)C1c1cccs1` (centres undefined)?
TDP1 block: 1.1%; TDP1 cell noCPT: -7.3%; TDP1 cell CPT: -4.5%

What do the screens show for `COc1ccc(S(=O)(=O)NNC(=O)c2cccs2)cc1`?
TDP1 block: 0.0%; TDP1 cell noCPT: 15.4%; TDP1 cell CPT: -3.8%

What do the screens show for `Cc1c(OCC(=O)N2CCC(C(=O)O)CC2)ccc2c3c(c(=O)oc12)CCC3`?
TDP1 cell noCPT: 2.8%; TDP1 cell CPT: -12.3%

How did CC(=O)Nc1cccc(NC(=O)Cn2cnc3c(oc4ccccc43)c2=O)c1 do in these assays?
TDP1 block: 6.5%; TDP1 cell noCPT: -16.8%; TDP1 cell CPT: -16.8%

Results for O=C(c1cccc(F)c1)N1CCC2(CCCN(c3ccccn3)C2)CC1 ?
TDP1 cell noCPT: inconclusive; TDP1 cell CPT: inconclusive

How did c1ccc2c(N3CCOCC3)c3c(nc2c1)CCC3 do in these assays?
TDP1 cell noCPT: -3.7%; TDP1 cell CPT: -13.5%

What do the screens show for `COc1cccc(OCc2cc(C(=O)N(C)C3CCOCC3)no2)c1`?
TDP1 block: 4.1%; TDP1 cell noCPT: 0.4%; TDP1 cell CPT: 15.8%

What do the screens show for `O=C(CN1c2cccc3cccc(c23)S1(=O)=O)Nc1ccccc1`?
TDP1 block: 5.3%; TDP1 cell noCPT: inconclusive; TDP1 cell CPT: inconclusive

What do the screens show for `O=C(Nc1ccc(Cl)cc1)c1ccc(S(=O)(=O)N2CCOCC2)cc1`?
TDP1 block: 5.1%; TDP1 cell noCPT: inconclusive; TDP1 cell CPT: inconclusive

What do the screens show for `O=C1CC(c2cc(-c3ccccc3)no2)C1`?
TDP1 cell noCPT: -20.3%; TDP1 cell CPT: -4.6%

How did CN(C)S(=O)(=O)c1ccc(Cl)c(NC(=O)CSc2nc3ccccc3c(=O)n2CCCN2CCOCC2)c1 do in these assays?
TDP1 block: 0.0%; TDP1 cell noCPT: 25.9µM*; TDP1 cell CPT: inconclusive

How did CCN(CC(=O)Nc1ccc(NC(C)=O)cc1)CC(=O)Nc1cccc(Cl)c1 do in these assays?
TDP1 cell noCPT: inconclusive; TDP1 cell CPT: -0.2%

Results for CC(=O)Nc1ccccc1C(=O)C(=O)Nc1cccc(C(=O)NC2CC2)c1 ?
TDP1 block: -1.2%; TDP1 cell noCPT: 1.9%; TDP1 cell CPT: 4.0%

Results for COc1ccccc1C(=O)Nc1sc2c(c1C#N)CCC2 ?
TDP1 cell noCPT: 5.7%; TDP1 cell CPT: -13.0%

Results for CC1CCC(NC(=O)CN2CCCN(Cc3ccc(F)cc3Cl)C2=O)CC1 (centres undefined) ?
TDP1 block: 2.0%; TDP1 cell noCPT: inconclusive; TDP1 cell CPT: inconclusive

Results for CCc1nn(CC(=O)NCCCN(CC)Cc2ccccc2)c(=O)c2cc3sccc3n12 ?
TDP1 block: 3.6%; TDP1 cell noCPT: -14.5%; TDP1 cell CPT: -11.0%

How did Cc1cccc(C)c1-n1c(C)nn(Cc2ccc([N+](=O)[O-])cc2)c1=O do in these assays?
TDP1 block: 7.2%; TDP1 cell noCPT: inconclusive; TDP1 cell CPT: -3.1%

Results for O=C(COC(=O)CNC(=O)c1ccc(Br)o1)Nc1ccc2c(c1)OCCO2 ?
TDP1 block: -1.0%; TDP1 cell noCPT: -4.5%; TDP1 cell CPT: inconclusive

What do the screens show for `COc1ccc(OC)c(N(CCN2C(=O)c3ccccc3C2=O)C(=O)C2CCC(=O)C2C)c1` (centres undefined)?
TDP1 cell noCPT: 5.6%; TDP1 cell CPT: -2.2%

What do the screens show for `CC(=O)Nc1ccc(C=CC=Cc2cccc([N+](=O)[O-])c2)cc1`?
TDP1 cell noCPT: inconclusive; TDP1 cell CPT: 29.1µM*

Results for O=C(NC(Cc1c[nH]c2ccccc12)C(=O)N/N=C/c1cccnc1)c1cccs1 (centres undefined) ?
TDP1 block: 8.2%; TDP1 cell noCPT: -26.6%; TDP1 cell CPT: 3.3%

Results for COCCn1c(SCC(=O)c2ccc(CNC(C)=O)o2)nc2ccccc2c1=O ?
TDP1 block: -2.0%; TDP1 cell noCPT: inconclusive; TDP1 cell CPT: -1.3%

How did CCOC(=O)c1c(C)oc2c(F)c(F)c(F)c(F)c2c1=O do in these assays?
TDP1 block: -5.3%; TDP1 cell noCPT: 20.6µM*; TDP1 cell CPT: 16.4µM*

Results for N#Cc1c(-c2ccccc2)cc(-c2ccccc2)nc1SCC(O)CS(=O)(=O)Cc1ccc(Cl)cc1 (centres undefined) ?
TDP1 block: 1.3%[12.3 µM]; TDP1 cell noCPT: 3.26µM*; TDP1 cell CPT: 8.2µM*

What do the screens show for `Cc1nonc1C1CCCN1Cc1cn[nH]c1-c1ccc2c(c1)OCO2` (centres undefined)?
TDP1 block: 0.0%; TDP1 cell noCPT: 11.1%; TDP1 cell CPT: 4.9%

What do the screens show for `O=C1CN(C(=O)NCC(=O)N[C@@H](Cc2ccccc2)C(=O)O)c2ccccc2N1`?
TDP1 cell noCPT: -5.4%; TDP1 cell CPT: 1.3%

Results for CCOC(=O)C1CCCN(C(=O)c2ccc(C)c(F)c2)CC1 (centres undefined) ?
TDP1 cell noCPT: -10.2%; TDP1 cell CPT: 0.9%

How did CC(=O)c1ccc(NC(=O)CN2C(=O)NC(C)(C3CCCCC3)C2=O)cc1 (centres undefined) do in these assays?
TDP1 block: 1.7%; TDP1 cell noCPT: 8.6%; TDP1 cell CPT: -5.9%

How did Cc1cc(NC(=O)CSCC(=O)N(C)Cc2ccc(Cl)cc2Cl)no1 do in these assays?
TDP1 cell noCPT: inconclusive; TDP1 cell CPT: -22.7%

How did Cc1ccc(CN(Cc2ccco2)C(=S)NCC(=O)NC2CC2)cc1 do in these assays?
TDP1 block: 4.9%; TDP1 cell noCPT: -0.5%; TDP1 cell CPT: 8.0%

How did CC1(C)CC2(CCO1)N1CC3(C)CN2CC(C)(C1)C3O (centres undefined) do in these assays?
TDP1 block: 9.3%; TDP1 cell noCPT: -6.0%; TDP1 cell CPT: 1.3%

How did Cc1ccc(N2CC(C(=O)N3CCOCC3)CC2=O)cc1Cl (centres undefined) do in these assays?
TDP1 cell noCPT: 12.3%; TDP1 cell CPT: -3.3%

What do the screens show for `Cc1ccc(C(=O)Nc2ncn[nH]2)cc1`?
TDP1 block: 3.6%; TDP1 cell noCPT: 4.0%; TDP1 cell CPT: 15.3%

How did CC1(c2nnc(-c3ccncc3)o2)CC(c2ccc(F)cc2)=NO1 (centres undefined) do in these assays?
TDP1 block: 4.7%; TDP1 cell noCPT: inconclusive; TDP1 cell CPT: inconclusive

What do the screens show for `CNC(=O)Nc1cccc(-c2ccnc(C)n2)c1`?
TDP1 block: 2.7%; TDP1 cell noCPT: -7.7%; TDP1 cell CPT: 7.3%

What do the screens show for `Cc1oc(C(C)(C)C)cc1C(N)=O`?
TDP1 block: 6.3%; TDP1 cell noCPT: -14.2%; TDP1 cell CPT: 18.8%

Results for COc1ccc(OC)c2sc(N(CCN(C)C)C(=O)c3cc(Cl)sc3Cl)nc12 ?
TDP1 block: 5.8%; TDP1 cell noCPT: -24.2%; TDP1 cell CPT: -7.6%

How did O=C(CCC1CCN(Cc2ccc(C#CCCO)cc2)CC1)NC1CC1 do in these assays?
TDP1 cell noCPT: 6.3%; TDP1 cell CPT: -8.3%

How did CC1(C)CC(=O)C2=C(C1)NC(=O)NC2c1ccc([N+](=O)[O-])cc1 (centres undefined) do in these assays?
TDP1 block: 2.4%; TDP1 cell noCPT: -1.6%; TDP1 cell CPT: -12.2%

Results for COC(=O)c1ccccc1OCCOc1ccccc1C(=O)OC ?
TDP1 block: 0.0%; TDP1 cell noCPT: -16.8%; TDP1 cell CPT: -1.9%

How did O=C(CCC(=O)c1ccccc1)Nc1ccccc1 do in these assays?
TDP1 cell noCPT: -25.9%; TDP1 cell CPT: 12.0%

What do the screens show for `Cc1nn(Cc2ccccc2)c(C)c1N`?
TDP1 block: -3.8%; TDP1 cell noCPT: -16.5%; TDP1 cell CPT: -2.6%

What do the screens show for `NC(=O)c1c(NC(=O)c2noc3c2CCCC3)sc2c1CCCC2`?
TDP1 block: -4.5%; TDP1 cell noCPT: inconclusive; TDP1 cell CPT: inconclusive

What do the screens show for `CCOC(=O)Cc1c(C)[nH]n(-c2ccccc2)c1=O`?
TDP1 block: 0.0%; TDP1 cell noCPT: -2.6%; TDP1 cell CPT: -5.6%

Among those listed so far, 6 contain fluorine:
How did Cc1noc(C)c1C(=O)N1CCC(C(=O)c2ccc(F)cc2F)CC1 do in these assays?
TDP1 block: -2.5%; TDP1 cell noCPT: -3.7%; TDP1 cell CPT: 6.5%

Results for O=C(c1cccc(F)c1)N1CCC2(CCCN(c3ccccn3)C2)CC1 ?
TDP1 cell noCPT: inconclusive; TDP1 cell CPT: inconclusive

Results for CC1CCC(NC(=O)CN2CCCN(Cc3ccc(F)cc3Cl)C2=O)CC1 (centres undefined) ?
TDP1 block: 2.0%; TDP1 cell noCPT: inconclusive; TDP1 cell CPT: inconclusive

How did CCOC(=O)c1c(C)oc2c(F)c(F)c(F)c(F)c2c1=O do in these assays?
TDP1 block: -5.3%; TDP1 cell noCPT: 20.6µM*; TDP1 cell CPT: 16.4µM*

Results for CCOC(=O)C1CCCN(C(=O)c2ccc(C)c(F)c2)CC1 (centres undefined) ?
TDP1 cell noCPT: -10.2%; TDP1 cell CPT: 0.9%

How did CC1(c2nnc(-c3ccncc3)o2)CC(c2ccc(F)cc2)=NO1 (centres undefined) do in these assays?
TDP1 block: 4.7%; TDP1 cell noCPT: inconclusive; TDP1 cell CPT: inconclusive
